# Screening data deposited in PubChem by Fisher Drug Discovery Resource Center.
# mcGAS MS inh: inhibitors of Mus musculus cyclic GMP-AMP synthase, initial high-throughput assay, cell-free, RapidFire MS | Q8C6L5 | AID 1259397, 2018 | inhibition, % at 12.5 µM | 130,000 tested, 0.18% active | recombinant mouse cGAS, cGAMP by RapidFire MS;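 active = inhibition of cGAS enzyme activity at or above 60%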;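 note: enzyme stimulated by 45 bp dsDNA with ATP and GTP substrates; cGAMP share of summed cGAMP plus half ATP and half GTP signals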
# Target sequence (Q8C6L5 whole entry, looked up): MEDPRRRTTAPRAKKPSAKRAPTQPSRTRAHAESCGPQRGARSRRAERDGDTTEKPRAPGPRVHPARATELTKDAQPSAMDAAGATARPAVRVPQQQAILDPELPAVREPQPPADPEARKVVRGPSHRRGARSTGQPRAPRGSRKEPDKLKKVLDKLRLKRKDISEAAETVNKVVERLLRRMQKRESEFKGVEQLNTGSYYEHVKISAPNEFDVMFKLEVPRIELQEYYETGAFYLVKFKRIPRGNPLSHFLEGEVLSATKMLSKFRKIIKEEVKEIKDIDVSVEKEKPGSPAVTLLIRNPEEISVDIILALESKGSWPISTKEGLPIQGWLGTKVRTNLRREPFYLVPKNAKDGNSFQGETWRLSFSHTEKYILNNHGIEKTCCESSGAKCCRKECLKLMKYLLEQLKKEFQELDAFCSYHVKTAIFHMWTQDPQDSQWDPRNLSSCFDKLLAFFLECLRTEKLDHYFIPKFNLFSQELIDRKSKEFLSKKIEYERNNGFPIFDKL
# Numbers without * were called inactive; & = joins results of further samples. Some of the compounds tested. The share of hits here may be higher or lower than overall.
Structure	mcGAS MS inh
O=C(CCC1CCCN(C(=O)c2cccc(-n3cccn3)c2)C1)NCc1ccccc1F (stereo unspecified)	-4.3
Cc1cc(C)c(CNC(=O)N2CCN(CC3CCCO3)CC2)c(=O)[nH]1 (stereo unspecified)	-3.0
CN1CCC(N2CCCC(NC(=O)c3cccc(N(C)C)c3)C2)CC1 (stereo unspecified)	0.0
COc1nn(C)cc1C(=O)Nc1nnc(-c2ccco2)o1	-3.1
CNc1cncc(-c2ccc(O)cc2C)n1	-5.6
COCCNC(=O)COC(=O)c1ncc(Cl)c(Cl)c1Cl	-9.1
Cc1cc(C)nc(SC2=CC(=O)CC(C)(C)C2)n1	1.5
Cc1nc2c(C)cccn2c(=O)c1NC(=O)c1cccc2ccccc12	-13.2
CC(=O)c1ccc(N2C(=O)CC(c3c(C)[nH]n(-c4nc5ccccc5s4)c3=O)C2=O)cc1 (stereo unspecified)	6.9
CN(C1=NS(=O)(=O)c2ccccc21)c1ccc(O)cc1	-16.3
CCCCCCOc1ccc(C(=O)NNS(=O)(=O)c2ccc(C(=O)OC)cc2)cc1	-6.9
COCC(CCO)NC(=O)CCCc1ccccc1 (stereo unspecified)	-16.4
CNC(=O)Cc1csc(Nc2ccc(OC(F)(F)F)cc2)n1	-6.1
Nc1ccnn1C1CCCCC1	-5.8
O=C(O)c1c(OCC2CC2)nn2ccsc12	-2.2

# Remaining list, next part.
Structure	mcGAS MS inh
O=C(Cn1[nH]c(=O)c2ccccc2c1=O)OCc1cc(=O)n2ccsc2n1	-8.2
Cc1nc2c(cnn2C(C)C)cc1C(=O)OC1CC(C)OC1=O (stereo unspecified)	-1.3
c1csc(Cn2nnnc2SCc2cc(-c3cccs3)on2)c1	-3.6
CCC1CN(C(=O)c2cnc(C3CC3)nc2)CCC(=O)N1Cc1ccccc1 (stereo unspecified)	-9.6
Cc1ccc(S(=O)(=O)N2CCC(CCN3CCOCC3)CC2)c(C)c1	5.8
COc1ccc(CN(C)C(=O)c2n[nH]c(C)c2Br)cc1F	-1.5
CC(C1CC1)N(Cc1ccccc1)C(=O)Nc1cccc(C#N)c1 (stereo unspecified)	-1.2
Cc1ccccc1-n1c2c(c(=O)[nH]c1=O)C(NC(=O)c1ccccc1)(C(F)(F)F)C(=O)N2 (stereo unspecified)	-15.3
CCOC(=O)N1CCN(C(=O)C2CCC(=O)N(CCc3ccccn3)C2)CC1 (stereo unspecified)	-1.9
CN(CCCn1cccn1)C(=O)C1=NNC(=O)CC1	-15.1
CC1/C(=N\O)C[C@@H]2C[C@H]1C2(C)C (stereo partly specified)	-8.9
OCCC1CN(CC2CCCCC2)CCN1Cc1ccccc1F (stereo unspecified)	-4.9
FC(F)Sc1ccc2nc(NC3=NCCCCC3)sc2c1	-19.9
Cc1c[nH]c(CN2CCCC(CCc3ccccc3F)C2)c(C)c1=O (stereo unspecified)	-30.2
Cc1ccccc1-c1noc(CNC(C)Cn2cncn2)n1 (stereo unspecified)	-14.1

# More compounds follow.
Structure	mcGAS MS inh
OC(Cn1nnnc1-c1ccccc1)Cn1nnnc1-c1ccccc1	-32.0
NC(=O)C1CCCCN1C(=O)c1cccc(S(=O)(=O)N2CCN(c3ccc(F)cc3)CC2)c1 (stereo unspecified)	-0.6
CC1=NN(Cc2ccccc2)c2nc3c(c(=O)n(Cc4ccccc4)c(=O)n3C)n2C1	-8.0
CC1CN(S(=O)(=O)CCNC(=O)C2C3CC4CC(C3)CC2C4)CC(C)O1 (stereo unspecified)	-0.6
CCOc1nn(CC)cc1C(=O)Nc1ccc(F)cc1	-6.5
COc1cccc(NC(=O)CCC2CCN(C(=O)C3=C(C)OCCO3)CC2)c1	3.8
Cc1cc(=O)[nH]c(SCc2cn3cccnc3n2)n1	-9.8
COc1ccc([C@@H]2[C@H](C(=O)O)c3ccccc3C(=O)N2c2ccc(C)cc2)cc1	3.8
CC(CNC1CCN(S(C)(=O)=O)CC1)Oc1cccnc1 (stereo unspecified)	-10.2
CCCn1c(=O)c2c(nc3n(CCO)c(C)c(C)n23)n(C)c1=O	-13.0
CN(C)c1cccc(C(NC(=O)c2ccc(C(F)(F)F)c(F)c2)c2ccc(S(C)(=O)=O)cc2)c1 (stereo unspecified)	5.1
CC(=O)N1N=C(c2ccncc2)OC1C(=O)NC(C)c1ccc(O)cc1 (stereo unspecified)	-2.0
CN=c1scc(-c2cc(F)ccc2OC)n1/N=C\c1ccc(NC(C)=O)cc1	-3.3
CCc1ocnc1C(=O)Nc1ccccc1SCc1ccccc1F	-20.5
CCn1cnnc1CCNC(=O)c1cccc(CC2CCNCC2)c1	-9.7

# Remaining list, next part.
Structure	mcGAS MS inh
CC1(C)OCC(COCc2cc(C(C)(C)C)c(O)c(C(C)(C)C)c2)O1 (stereo unspecified)	-2.0
CC(Oc1cc(Cl)c(Cl)cc1Cl)C(=O)NCc1ccccc1 (stereo unspecified)	-2.5
O=C1NCCCCC1Sc1nc2ncccn2n1 (stereo unspecified)	-23.8
O=C(CC(c1ccccc1)c1ccccc1F)N1CCN(C(=O)c2ccco2)CC1 (stereo unspecified)	-8.9
Cc1cccnc1CN1CCN(C(=O)CCc2nnc(CCc3ccccc3)o2)CC1	-15.0
Cc1cccc(N2CCN(C(=O)c3cc(=O)c(OCc4ccccc4)co3)CC2)c1	-4.8
CCCc1nc(C)cc(N2CCC(N(C)C)C2)n1 (stereo unspecified)	-13.8
CC(Sc1nnc2c3ccccc3ncn12)C(=O)O (stereo unspecified)	6.6
CCn1ccnc1CN1CCCC(CNC(=O)C2(c3ccc(Cl)cc3)CC2)C1 (stereo unspecified)	-4.9&-1.6
C=CCNc1ccccc1C(=O)N1CCn2nc(C(=O)N3CCCC3)cc2C1	-8.2
C=CCn1c(=O)c2ccccc2n2c(SCC(=O)Nc3ccon3)nnc12	2.0
CC(C)c1ccc(CC(=O)N2CCC2(C)C(=O)NCC(C)(C)C)cc1 (stereo unspecified)	-9.1
CSc1cccc(NC(=O)N2CCC(CCC(=O)Nc3ccccc3)CC2)c1	-2.5
O=C(C1CCN(S(=O)(=O)c2ccc(F)cc2)CC1)N1CCCSc2ccccc21	-20.0
Cc1nc(C)n(CCCNC(=O)c2cnc3ccnn3c2C)n1	-10.7

# Going on with the list.
Structure	mcGAS MS inh
O=c1[nH]cc(N=Cc2cc(Br)c(Br)o2)c(=O)[nH]1	4.9
N#Cc1c(NC(=O)CC2(CC(=O)O)CCCC2)sc2c1CCCC2	-0.6
O=C(CC(F)(F)F)N1CCC(C2CCN(c3ncccn3)CC2)C1 (stereo unspecified)	2.5
Cc1cncc(C(=O)N2CC(c3ccccn3)C2)c1	-8.6
Cc1cc(C)cc(C(=O)NCCCNS(C)(=O)=O)c1	-11.9
COC(C)(C)CC(C)NC1CCN(S(C)(=O)=O)CC1 (stereo unspecified)	-10.6&-10.4
CCN(C(=O)c1cc(C)ccc1C)c1ccc(OC)nc1	-27.4
COc1ccc(OC)c(C(C)NC(=O)CN2CCCC2c2ccc3c(c2)OCCO3)c1 (stereo unspecified)	5.0
CCOC(=O)c1ccc(NC(=O)c2cc(=O)c(OC)co2)cc1	-4.8
COc1ccc(Nc2ncccc2C(=O)NCCN2CCCCC2)cc1	-4.8
COC(=O)c1ccc(Oc2nccc(C(F)(F)F)n2)c(Br)c1	-0.7
COC(=O)C1=C(C)NC2=C(C(=O)CCC2)C1c1ccc(C)cc1 (stereo unspecified)	-5.4
O=C(CCNS(=O)(=O)/C=C/c1ccccc1)Nc1ccc(F)c(F)c1	3.1
COCCn1c(SCC(=O)NNC(=O)c2ccccc2)nc2cc(Cl)ccc2c1=O	-3.8
CCC(C)(NC(=O)c1nc(C2CC2)n(-c2ccccc2)n1)C(=O)OC (stereo unspecified)	-5.5

# Next part
Structure	mcGAS MS inh
CCCCC(CC)CNC(=O)C1OC(c2ccccc2)=NN1C(C)=O (stereo unspecified)	-12.2
CCOC(=O)c1c(N)nn(C(=O)c2ccccc2)c1-c1ccccc1	2.4
Cc1sc2nc(CN3CCOCC3)nc(Sc3nnnn3C3CCCC3)c2c1C	-9.2
COc1ccc(-n2sc3c(c2=S)-c2ccccc2NC3(C)C)cc1OC	-8.8
COc1ccccc1C(C)(C)NCn1nc(C)sc1=S	40.4
Cc1c(/C=C2/C=c3ccccc3=C2O)cc(C#N)n1C	-9.7
CC(NC(=O)CCNC(=O)c1ccccc1F)c1cn2ccsc2n1 (stereo unspecified)	-5.9
CCOC(=O)CCCS(=O)(=O)NCc1ccc(Cl)cc1	4.5
Cc1ccc(C(=O)NCc2ccoc2C)cc1S(=O)(=O)NCC#N	-4.4
O=C(NNC(=O)c1cccs1)NC12CC3CC(CC(C3)C1)C2	-19.3
O=C(NCc1cnn2ccccc12)NC1CCCC1	-30.4
CC(C)N1CCN(C(=O)C2CCCN(Cc3ccco3)C2)CC1 (stereo unspecified)	-13.1
CCN(CC)S(=O)(=O)c1cc(N=Cc2sccc2C)ccc1C	-0.5
O=S(=O)(Nc1ccc2c(c1)OCCO2)c1ccccc1Br	-0.5
CN1N=C(C(=O)Nc2ccc3nc(Cc4ccccc4F)[nH]c3c2)CCC1=O	-8.4

# Filtered by structure, the compounds so far with a Cl atom (five)
Structure	mcGAS MS inh
COCCNC(=O)COC(=O)c1ncc(Cl)c(Cl)c1Cl	-9.1
CC(Oc1cc(Cl)c(Cl)cc1Cl)C(=O)NCc1ccccc1 (stereo unspecified)	-2.5
CCn1ccnc1CN1CCCC(CNC(=O)C2(c3ccc(Cl)cc3)CC2)C1 (stereo unspecified)	-4.9&-1.6
COCCn1c(SCC(=O)NNC(=O)c2ccccc2)nc2cc(Cl)ccc2c1=O	-3.8
CCOC(=O)CCCS(=O)(=O)NCc1ccc(Cl)cc1	4.5

# Remaining list, next part:
Structure	mcGAS MS inh
NC(=O)CCN1CCN(S(=O)(=O)c2cccs2)CC1	-4.2
O=C(Nc1ccc2c(c1)OCO2)N1CCN(c2cc(-n3ccnc3)ncn2)CC1	2.0
COC(=O)c1cnc(NC(=O)COc2cccc(C(C)(C)C)c2)s1	0.8
CCC(C)c1ccc(S(=O)(=O)N(C)c2ccccn2)cc1 (stereo unspecified)	-3.2
Cc1nn2c(C(F)(F)F)cc(-c3ccc(Cl)cc3)nc2c1C(=O)N1CCN(C(c2ccccc2)c2ccccc2)CC1	-16.0
Cc1nn(C(C)(C)C)c2nc(C3CC3)cc(C(=O)NC(C)C)c12	-2.2
COc1ccc(CC(=O)NC(N=C(NC#N)Nc2cccc3ncccc23)C(C)(C)C)cc1OC (stereo unspecified)	-5.4
C=C(C)Cn1c(SCc2cccc(C)c2)nc2c1c(=O)[nH]c(=O)n2C	-5.4
Cc1cc(NCCC(=O)c2ccccc2)no1	-11.1
COC(=O)c1ccc(CN(CCN2CCOCC2)Cc2ccc(C)o2)o1	-6.9
Cc1cc(=O)n2c(c1-c1ccccc1)SCC2C(=O)O (stereo unspecified)	9.0
Nc1cc2c(cc1Sc1ccccc1)OCCO2	-6.9
Nc1ccc2c(c1)N(S(=O)(=O)c1cccs1)CCC2	-9.4
CC(C)SC(NC(=O)OCc1ccccc1)C(=O)Nc1ccccc1 (stereo unspecified)	-0.5
N#Cc1c(NC(=O)CN2CCc3cncnc3C2)sc2c1CCC2	-5.7

# Continued.
Structure	mcGAS MS inh
CCC(C)NC(=O)C1CCN(S(=O)(=O)c2ccc3c(c2)CCCC3)CC1 (stereo unspecified)	-6.6
Cc1ncc(C(=O)NCc2cccc(N(C)C)c2)[nH]1	-12.3
c1cc(CN2CCOCC2)cc(CN2C[C@@H]3C4CCC(CC4)[C@@H]3C2)c1	-0.4
COCC(=O)Nn1ccc2c(cnc3c(-c4ccc(F)cc4)c(COC)nn32)c1=O	-12.9
CC(NC(=O)c1ccco1)c1nc2ccccc2n1CC=Cc1ccccc1 (stereo unspecified)	-4.9
COc1ccccc1S(=O)Cc1cnn(-c2ccccc2)c1 (stereo unspecified)	-2.4
COc1ccc(-c2cc(O)cc3sc(=O)oc23)cc1	0.1
CCN=c1scc(-c2ccc(Cl)cc2)n1N=Cc1ccc2c(c1)OCO2	-2.9
Cc1onc(-c2ccccc2Cl)c1C(=O)N1CCC(C)CC1	-1.1
NC(=O)c1cccc(Cn2nnc3c(cnn3-c3ccccc3)c2=O)c1	-26.1
N#CCOC(=O)c1ccc(Br)o1	40.5
O=C1CCCC(=O)C1C1(O)C(=O)c2ccccc2C1=O	-4.4
N#Cc1ccc(CON=Cc2ccccc2OC(F)F)cc1	-4.7
O=C(Cn1ccc(C(F)(F)F)n1)NN=Cc1ccc(N2CCOCC2)s1	-9.5
CCOC(=O)CNC(=O)CSC1=NS(=O)(=O)c2cc(Cl)ccc2N1	-2.8

# (further entries)
Structure	mcGAS MS inh
O=C(NCCO)C(=O)NCC1OCCCN1S(=O)(=O)c1cccs1 (stereo unspecified)	-6.4
CCc1c(C(=O)Cn2cnc3cc(F)c(F)cc32)[nH]c(C)c1C(C)=O	4.9
O=C(Nc1nc(-c2ccccc2Cl)cs1)C1CCC1	-5.1
Cc1ccc(C(=O)N2CCCC(Cc3ccc(C(=O)O)cc3)C2)cc1F (stereo unspecified)	-12.5
Nc1nc(F)nc2c1ncn2[C@@H]1O[C@H](COP(=O)(O)O)[C@@H](O)[C@@H]1O	-3.0
CCCN1C(=O)NC2(CCN(C(=O)c3ccc(-c4ccccc4)cc3)CC2)C1=O	3.6
CC(C)CCC(=O)C(C#N)c1nnc(-c2ccccc2)n1C (stereo unspecified)	-5.0
COc1ccc2sc(N(Cc3cccnc3)C(=O)c3cc(C)nn3C)nc2c1	-11.3
CCOc1ccccc1NC(=O)Cn1nc(C2CC2)c2cnn(-c3ccc(F)cc3)c2c1=O	-3.3
CN1CCN(CNC(=O)c2cnccn2)CC1	-5.7
S=C(NCCN1CCOCC1)Nc1ccc(N2CCOCC2)cc1	-26.8
Cc1ccc2cc(CN(C)Cc3ccncn3)c(=O)[nH]c2c1	-15.2
